Screening results (PubChem)
NPC1 prom act = qHTS Assay for NPC1 Promoter Activators; Huh7 NPC1 promoter luciferase reporter, 24 h; Potency, µM (doses to about 9.22 µM), inactives show top-dose activation, hits mostly activators; 2.4% of 320,000 active;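 further: potency means the concentration at half of the fitted maximal effect; % of control where 0% means no effect; nearly all actives have a fitted effect of over 60% in size; reporter is driven by a mutant NPC1 promoter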
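Luciferase expression driven by the NPC1 promoter was measured in stably transfected Huh7 cells after a 24 h compound incubation, using a luciferase reagent and a luminescence read.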
FLuc modulator = qHTS profiling assay for firefly luciferase inhibitor/activator using purifed enzyme and Km concentrations of substrates (counterscreen for miR-21 project); Luciferin 4-monooxygenase (Photinus pyralis), P08659; purified FLuc, Km substrates, luminescence inhibition; Potency, µM (series often up to 57.5 µM), for inactives: at the highest dose activity change, negative = inhibition, most hits filed as inhibitors; 6.9% of 360,000 active; AID 588342, 2011;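 further: potency means the concentration at half of the fitted maximal effect; plate controls were vehicle for no effect and reference inhibitor for full effect; nearly all actives have a fitted effect of over 55% in size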
Target sequence (P08659 whole entry, looked up): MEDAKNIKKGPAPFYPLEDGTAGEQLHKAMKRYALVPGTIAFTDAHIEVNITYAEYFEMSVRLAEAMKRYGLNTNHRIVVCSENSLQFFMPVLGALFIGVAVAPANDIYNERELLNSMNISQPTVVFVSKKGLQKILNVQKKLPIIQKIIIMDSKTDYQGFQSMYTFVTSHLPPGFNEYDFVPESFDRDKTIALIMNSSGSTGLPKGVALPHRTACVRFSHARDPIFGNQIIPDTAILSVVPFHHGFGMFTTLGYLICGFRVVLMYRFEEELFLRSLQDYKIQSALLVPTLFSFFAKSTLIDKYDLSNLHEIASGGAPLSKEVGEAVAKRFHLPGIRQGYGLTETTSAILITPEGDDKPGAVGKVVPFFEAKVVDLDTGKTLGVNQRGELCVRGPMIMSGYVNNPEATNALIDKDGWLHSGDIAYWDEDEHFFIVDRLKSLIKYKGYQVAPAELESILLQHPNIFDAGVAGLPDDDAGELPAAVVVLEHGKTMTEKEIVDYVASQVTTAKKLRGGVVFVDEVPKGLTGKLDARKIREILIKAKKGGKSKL
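Purified P. pyralis luciferase (10nM final) with 10uM D-luciferin and 10uM ATP (Km levels) in 50mM Tris acetate pH 7.5, 10mM Mg acetate, 0.01% Tween-20, 0.05% BSA; qHTS 6-point titration, ~60 µM downward; luminescence read.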
RORgamma inh = qHTS for inhibitors of ROR gamma transcriptional activity | Drosophila S2 Gal4-RORgamma UAS-luciferase reporter, 20 h | Nuclear receptor ROR-gamma (Mus musculus), P51450 | 5.4% of 310,000 active | AID 2551, 2010 | Potency, µM (doses to about 53.6 µM), without a hit: at the highest dose activity change, negative = inhibition, hits mostly inhibitors; further: potency means the concentration at half of the fitted maximal effect; on the % scale 0 is the no-effect control and ±100 the full control effect; nearly all actives have a fitted effect of over 60% in size
Target sequence (P51450 whole entry, looked up, the tested form may be a part): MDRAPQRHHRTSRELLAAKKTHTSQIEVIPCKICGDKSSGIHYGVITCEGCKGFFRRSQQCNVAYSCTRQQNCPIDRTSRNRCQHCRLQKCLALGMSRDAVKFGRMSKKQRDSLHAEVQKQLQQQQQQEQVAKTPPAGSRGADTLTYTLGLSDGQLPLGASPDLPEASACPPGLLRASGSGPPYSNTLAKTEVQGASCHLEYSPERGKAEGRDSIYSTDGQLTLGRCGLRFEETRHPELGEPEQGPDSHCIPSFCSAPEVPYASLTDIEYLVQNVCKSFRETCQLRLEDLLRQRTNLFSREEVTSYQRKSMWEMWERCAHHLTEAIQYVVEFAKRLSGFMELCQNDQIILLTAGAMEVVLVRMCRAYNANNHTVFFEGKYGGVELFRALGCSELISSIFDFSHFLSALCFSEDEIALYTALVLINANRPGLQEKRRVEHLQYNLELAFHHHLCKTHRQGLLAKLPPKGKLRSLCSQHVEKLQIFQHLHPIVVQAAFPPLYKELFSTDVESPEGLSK
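Using a luciferase readout, inhibitors were identified by reduced reporter activity in Drosophila cells coexpressing a copper-inducible Gal4–ROR gamma fusion and UAS-driven Photinus luciferase, incubated 20 hr after 700 uM copper sulfate.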
Rab9 prom act = qHTS Assay for Rab9 Promoter Activators. Huh7 Rab9 promoter-luciferase reporter, luminescence, 24 h. Potency, µM (titrated, usually from 9.22 µM), for inactives: top-dose activation, negative = inhibition, actives largely listed as activators. 2.8% of 320,000 active; further: potency means the concentration at half of the fitted maximal effect; % of control where 0% means no effect; nearly all actives have a fitted effect of over 60% in size
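Huh7 cells stably carrying a Rab9 promoter-luciferase reporter, 1500 cells per well in OP-MEM I with 10% FBS, treated with compound 24 hours at 37C. Luciferase activity read by luminescence after 10 minutes with Amplite reagent.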
Giardia killer = Small Molecules that selectively kill Giardia lamblia: qHTS; Giardia lamblia trophozoite viability; activity change, % at 7.66 µM, hits read low; 0.15% of 340,000 active; in the data active means activity change below about -80%; inconclusive means between about -30% and that limit;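 further: parasites exposed to compound for two days anaerobically before the ATP read; on the % scale 0 is the no-effect control and ±100 the full control effect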
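Each well holds 100 Giardia trophozoites and compound. After two days (48 hrs) at 37 deg C in anaerobic conditions, ATP is quantified by luminescence.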
Coupling enz = qHTS Assay for Inhibitors of Fructose-1,6-bisphosphate Aldolase from Giardia Lamblia: Coupling assay counterscreen; coupling enzyme system counterscreen, AmpLite Red fluorescence; activity change, negative = inhibition, % at 58.2 µM, hits read low; 0.67% of 290,000 active; AID 2472, 2010; in the data active means activity change below about -30%; further: on the % scale 0 is the no-effect control and ±100 the full control effect
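Compounds tested against the coupling enzymes alone at 57.5 uM final; readout was AmpLite Red fluorescence (525/598 nm) after 20 min at RT.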
uPA generation = qHTS for Inhibitors of Cell Surface uPA Generation. Potency, µM (doses to about 38.3 µM), inactives show top-dose activity change, negative = inhibition, hits mostly inhibitors. AID 540303, 2011. cell surface uPA generation assay, qHTS. 0.31% of 330,000 active; active means well fitted inhibition curve with a large enough effect; inconclusive means small, poorly fitted or top-dose-only effect; inactive means no such curve, though single readings can be large or run the other way; tested in mouse RAW 264.7 cells; further: potency means the concentration at half of the fitted maximal effect; on the % scale 0 is the no-effect control and ±100 the full control effect; nearly all actives have a fitted effect of over 55% in size
Gal4-VP16 FLuc = VP16 counterscreen qHTS for inhibitors of ROR gamma transcriptional activity; Drosophila S2 Gal4-VP16 UAS-luciferase, luminescence, 20 h; Potency, µM (top dose mostly 53.6 µM), inactives show at the top dose activity, negative = inhibition, actives largely listed as inhibitors; 3.5% of 310,000 active; AID 2546, 2010;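 further: Gal4-VP16 expression switched on by copper sulfate through the metallothionein promoter; potency means the concentration at half of the fitted maximal effect; on the % scale 0 is the no-effect control and ±100 the full control effect; nearly all actives have a fitted effect of over 50% in size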
Tb PFK inh = qHTS Assay to Find Inhibitors of T. brucei phosphofructokinase | 0.17% of 330,000 active | T. brucei PFK, ADP-Glo luminescence | ATP-dependent 6-phosphofructokinase (Trypanosoma brucei brucei), O15648 | Potency, µM (highest dose often 57.5 µM), for the others: at the top dose activity, negative = inhibition, usual class: inhibitors;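 further: potency means the concentration at half of the fitted maximal effect; 0% = uninhibited 1x PFK enzyme wells and -100% = no-enzyme wells; nearly all actives have a fitted effect of over 60% in size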
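In TEA buffer at pH 8.0 with 5 mM MgCl2, enzyme (1.25 nM) converted F6P (0.5 mM) and ATP (0.1 mM) for 45 min at room temperature. ADP product was read by luciferase luminescence.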
ELG1 genotoxic = qHTS screen for small molecules that induce genotoxicity in human embryonic kidney (HEK293T) cells expressing luciferase-tagged ELG1; HEK293T ELG1-luciferase reporter, luminescence, 16 h; Potency, µM (titrated, usually from 46 µM), for inactives: at the highest dose activity change, positive = activation, most hits filed as activators; 1.3% of 330,000 active; AID 504466, 2011; further: potency means the concentration at half of the fitted maximal effect; % of control where 0% means no effect; nearly all actives have a fitted effect of over 60% in size
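Reporter readout depends on ELG1 protein level, which increases with genetic stress. After 16 hr compound exposure at 37 °C, luciferase activity was quantified using ONE-Glo.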
KCNH2 3.1 block = qHTS for Inhibitors of KCHN2 3.1: Mutant qHTS. Potassium voltage-gated channel subfamily H member 2, brain isoform KCNH2 3.1 (human). U2OS KCNH2 3.1, thallium flux FluxOr; stronger effect = lower value. activity change, % (tested at about 1.8 µM). 0.95% of 340,000 active;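 active means maximum activity change below -70%; inconclusive means maximum activity change from -70% to -50%; inactive means maximum activity change above -50%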;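 further: thallium influx rate constant from kinetic fluorescence after stimulation buffer; on the % scale 0 is the no-effect control and ±100 the full control effect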
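Kinetic fluorescence (2 min after stimulation buffer) measures Tl+ influx through KCNH2 3.1 expressed by viral transduction in U2OS cells; the rate constant is normalized against DMSO controls serving as positive and negative references.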
Starred values were filed as active, the others as inactive; u = inconclusive; x = not tested or not shown; & = joins results of further samples; ! = not active in a repeat; [ ] = dose if it differs, or a comment. Unless noted, the call rests on the fitted dose curve; in most records, active means well fitted curve in the direction sought with a large enough effect; inconclusive means small, poorly fitted or top-dose-only effect, or another doubt; inactive means no such curve, though single readings can be large; an effect the other way counts as inactive or inconclusive.

SMILES	NPC1 prom act	FLuc modulator	RORgamma inh	Rab9 prom act	Giardia killer	Coupling enz	uPA generation	Gal4-VP16 FLuc	Tb PFK inh	ELG1 genotoxic	KCNH2 3.1 block
CC(=O)NNC(=S)NC(=O)c1cccc([N+](=O)[O-])c1	1%	4%	-5%[10 µM]	-6%	20	1	-3%	-69%	-2%	1%	7
O=C(Nc1c2c(nn1-c1ccccc1)CSC2)c1ccc(N2C(=O)CCC2=O)cc1	-3%	-3%	-1%	0%	4	2	9%	2%	0%	-1%	1
Cc1nc([N+](=O)[O-])cn1CC(=O)Nc1ccc(Cl)cc1	2%	4%	2%	2%	9	-1	2%	-5%	-1%	-6%	16
C/C(CC(=O)Nc1ccccn1)=N\NC(=O)C(=O)Nc1cccc(Cl)c1C	-5%	0%	-22%	0%	-2	0	7%	6%	7%	5%	-10
COCCC(=O)N1CCC(Oc2ccc(C(=O)NCc3csc(C)n3)cc2)CC1	-1%	0%	1%	11%	-16	0	3%	-11%	3%	0%	12
CN(C)S(=O)(=O)c1cccc(NC(=O)c2cncc(Br)c2)c1	6%	-16%	u	5%	3	-15	3%	u	-1%	-3%	5
CC(C)(C)NC(=O)CCc1ncc(C(F)(F)F)cc1Cl	-8%	6%	16%	2%	42[activator]	-1	-4%	6%	-6%	0%	12
c1ccc(-c2nnc3ccc(N4CCC5(CC4)OCCO5)nn23)cc1	-3%	6%	-42%	-3%	3	-3	x	-1%	-1%	1%	6
Cn1c(=O)n(Cc2ccco2)c(=N)c2c3c(sc21)CCCC3	-3%	-1%	5%	-5%	-6	4	-2%	5%	-10%	3%	-28
CCn1nc(NC(=O)C2CCCO2)c2cc3cc(C)ccc3nc21 (centres undefined)	29%	17µM*	0%	u	-4	0	-7%	28%	-3%	15%	-22
COc1ccc(S(=O)(=O)NCCC(=O)N2CCCN(C)CC2)cc1	2%	0%	x	0%	-18	x	-7%	x	-6%	1%	2
Cn1c(=O)c(C(=O)NCCc2ccc(Cl)cc2)c(O)c2ccccc21	3%	3%	-36%	6%	-10	3	12%	-16%	-2%	-6%	-1
COc1cc(OC)c(NC(=O)CCNS(=O)(=O)c2ccc3c(c2)CC(C)N3C(C)=O)cc1Cl (centres undefined)	-3%	7%	11%	-3%	-27	0	-10%	0%	-1%	-1%	2
O=C(COC(=O)COc1ccc2c(c1)CCC2)Nc1ccccc1C(F)(F)F	x	x	x	x	2	x	-7%	x	3%	2%	-19
COc1ccc(CSCC(=O)Nc2ccc(S(=O)(=O)N3CCCCCC3)cc2)cc1	-2%	3%	u	11%	9	2	-5%	-20%	4%	-4%	1
O=C(CSC(=S)N1CCCCC1)Nc1ncc2c(n1)CCCC2=O	1%	-1%	34%	-4%	0	0	1%	-10%	-8%	0%	9
COc1ccccc1NC(=O)CN(c1ccccc1C)S(C)(=O)=O	-3%	-4%	-11%	-1%	4	0	3%	-5%	-5%	0%	19
CSc1ccc(C2CC(=O)Nc3nc(SC)[nH]c(=O)c32)cc1 (centres undefined)	1%	-17%	-4%	1%	12	3	-2%	-11%	-2%	-1%	-5
Cc1ccc(OCCn2cccn2)c(C)c1	-4%	-4%	-14%	-2%	25	4	13%	9%	1%	3%	21
CC(C#N)Sc1ccc(S(=O)(=O)N2CCCC2)cn1 (centres undefined)	0%	-1%	x	-1%	-7	x	0%	x	0%	-4%	6
C=C(C)c1cccc(C(C)(C)NC(=O)N2CCN(CC(N)=O)CC2)c1	6%	2%	10%	0%	0	-4	1%	6%	-1%	3%	-7
Cc1nc2ccccc2nc(=O)c1NNc1ccccc1	u	u	32%	u	-5&-29	-1	2%	9%	0%	9.2µM*!	11
CC(C)CN(CC(C)C)S(=O)(=O)N1CCC(C(=O)NCc2ccco2)CC1	-6%	-6%	4%	-1%	8	0	17%	7%	1%	-3%	-7
O=C(c1ccc(F)cc1)N1CCC(O)(c2cccnc2)CC1	-7%	1%	1%	-8%	-6	2	-4%	1%	1%	1%	-3
O=S(=O)(NCCOc1ccccc1F)c1ccc(Cl)cc1F	x	x	x	x	-1	x	-14%	x	7%	0%	11
CC(=O)NC(=S)NNC(=O)COc1ccc([N+](=O)[O-])cc1	-2%	-13%	-11%	3%	12	0	5%	-2%	-1%	1%	-6
N#CCN1C(=O)C(=O)N(Cc2cccc(C(F)(F)F)c2)C1=O	-1%	7%	-5%	10%	7	2	3%	1%	-7%	0%	21
O=C(c1ccc(F)cc1)N1CCN(C(=O)c2cccnc2)CC1	-3%	11%	17%	4%	4	2	1%	-2%	0%	4%	29
NC(=O)[C@@H]1CCCCNc2c(F)cc([N+](=O)[O-])cc2C(=O)N[C@@H](CC(=O)O)C(=O)N[C@@H](CCC(=O)O)C(=O)N1	-4%	0%	0%	-1%	21	1	7%	-19%	7%	1%	2
O=C(Cc1ccccc1F)NC1CCSc2ccccc21 (centres undefined)	-5%	4%	-34%	8%	12	x	3%	-7%	-2%	0%	19
CCCCNC(=O)COn1nnc2ccc(S(=O)(=O)N3CCOCC3)cc21	1%	-1%	x	-3%	-6	x	-2%	x	2%	16%	-3
C=CCNC(=S)NNC(=O)C(CCC(C)C)CC(C)(C)O (centres undefined)	4%	1%	14µM*	2%	-2	-1	1%	u	1%	-5%	4
O=C(C[n+]1cccc(C(=O)N/N=C/c2cccc([N+](=O)[O-])c2)c1)c1ccccc1	1%	3%	x	0%	-10	x	-1%	x	22%	0%	-28
O=C(NCc1cccs1)C1CCN(S(=O)(=O)c2ccc(Cl)cc2)CC1	-3%	1%	u	-6%	5	5	-4%	5%	-11%	-2%	9
C[C@@H]1CC[C@@]23COC(=O)C2=CCC[C@@H]3[C@@]1(C)CC/C(=C/CO)CO	5%	-1%	x	16%	8	x	-21%	x	-6%	0%	-3
COC(=O)c1cc(S(=O)(=O)Nc2ccsc2C(=O)OC)oc1C	-1%	-1%	35%	4%	15	10	8%	7%	16%	-1%	-49
N#C/C(=C\c1cn(-c2ccccc2)nc1-c1cc2ccccc2o1)c1nc2ccccc2[nH]1	13%	u	12%	u	18	-10	8%	3%	0%	u	-12
CCOc1ccccc1N1CCN(C(=O)C2c3ccccc3Oc3ccccc32)CC1	-24%	11%	25%	-7%	4	9	-14%	-7%	0%[0.46 µM]	-2%	-2
C/C(=N/NC(=O)CNC(=O)c1ccccn1)c1cccc([N+](=O)[O-])c1	0%	-10%	21%	9%	-6	1	-1%	3%	-13%	1%	11
CC1CCCC(NC(=O)Cn2cc(C(F)(F)F)cc(Cl)c2=O)C1C (centres undefined)	-2%	2%	x	-5%	-2	x	2%	x	-11%	-4%	-17
CN1C(=S)N(c2ccccc2)C(=O)/C1=C/c1ccco1	-3%	0%	0%	2%	7	-7	-2%	0%	0%	4%	-5
CC(NC(=O)COC(=O)CNC(=O)c1ccccc1Cl)C1CC2CCC1C2 (centres undefined)	-2%	x	x	-5%	0	x	3%	x	-2%	6%	3
O=C(Oc1oc(-c2ccco2)nc1C=Nc1ccc(Cl)cc1)c1ccco1	15%	u	3%	u	-10	-3	0%	u	-3%	u	18
CCCn1c(=O)c(C(=O)NCc2ccccn2)c(O)c2ccccc21	-3%	0%	10µM*	-6%	-4	2	-2%	u	3%	-2%	-6
Cc1cc(C(C)(C)C)ccc1OC(=O)C1=CC=CN2CCS(=O)(=O)N=C12	0%	u	x	-2%	-7	x	1%	x	-3%	1%	-19
COC(=O)C1C(O)C(C)C(O)C(C)(O)/C=C\C=C(/C)C(=O)Nc2c(C)c(OC(C)=O)c3c(c2O)C(=O)C(C)=C2OCOC(=C23)/C(C)=C/C(C)(O)C(O)C(C)C1O (centres undefined)	0%	-8%	-2%	-2%	-4	-42*	3%	-3%	-10%	-1%	-15
Cc1cc(C)cc(OCC(=O)Nc2ccc(F)cc2)c1	-1%	-10%	u	-6%	8	-2	4%	-7%	-7%[0.46 µM]	-6%	13
COc1cccc(/C=C/C(=O)OCC(=O)NCC2CCCCC2)c1OC	-1%	6%	x	-7%	-6	x	3%	x	4%	-1%	6

An unsorted share of the library. Share with any hit: about 14%.
